Pol eta inh – blocks human DNA polymerase eta activity; Q9Y253; recombinant Pol eta, fluorescent DNA replication assay; Potency, µM (series often up to 114 µM), for the others: at the top dose activity change, negative = inhibition, actives largely listed as inhibitors; actives 1.2% (n = 390,000); also: % is scaled to controls: 0 for no effect and ±100 for the full control effect
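Fluorescent replication assay: 50 nM final substrate added after a 15 min room-temperature compound preincubation with 10 nM enzyme. Signal taken at 0 min and again at 10 min.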
POLK inh – blocks human DNA polymerase kappa activity; purified Pol kappa, fluorescent DNA synthesis assay, 10 min; AID 588579; actives 0.53% (n = 400,000); Potency, µM (highest dose often 107 µM), inactives show at the top dose activity, negative = inhibition, hits mostly inhibitors; also: % is scaled to controls: 0 for no effect and ±100 for the full control effect
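Kinetic fluorescence screen: compound preincubated 15 min RT with 10 nM enzyme; 50 nM substrate (final) initiates; reads at 0/10 min.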
Anesthetic bind – candidate novel general anesthetic via apoferritin binding; actives 0.074% (n = 350,000); AID 485281; apoferritin/1-aminoanthracene competitive binding, fluorescence; P02791; Potency, µM (series often up to 77.5 µM), inactives show at the highest dose activity change, negative = displacement, hits mostly inhibitors; also: % is scaled to controls: 0 for no effect and ±100 for the full control effect; nearly all actives have a fitted effect of over 20% in size
Target sequence (P02791 2-175 limits assumed): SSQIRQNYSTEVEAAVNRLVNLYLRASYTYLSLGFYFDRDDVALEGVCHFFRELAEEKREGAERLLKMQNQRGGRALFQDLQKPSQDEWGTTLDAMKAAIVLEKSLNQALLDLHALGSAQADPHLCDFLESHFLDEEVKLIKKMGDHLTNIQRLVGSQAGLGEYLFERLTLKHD
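Apoferritin-based anesthetic binding model; compound displacement of fluorescent 1-AMA measured as endpoint fluorescence after 10 minutes at room temperature, scaled to free-ligand and complex controls.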
BAZ2B inh – blocks human BAZ2B; Q9UIF8; AlphaScreen BAZ2B-H3K14Ac peptide displacement; Potency, µM (titrated, usually from 114 µM), without a hit: at the top dose activity change, negative = inhibition, actives largely listed as inhibitors; actives 4.4% (n = 360,000); AID 504333; also: % is scaled to controls: 0 for no effect and ±100 for the full control effect; nearly all actives have a fitted effect of over 60% in size
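Complex of BAZ2B and biotin-H3K14Ac (50 nM apiece) forms over 30 min at RT, then faces library compounds up to 110 uM for another 30 min; AlphaScreen beads added, 20 min dark incubation, luminescence read.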
G9a inh – G9a (human) methyltransferase inhibition. actives 8.8% (n = 350,000). Q96KQ7. G9a H3K9 monomethylation, AlphaScreen, 2 h. Potency, µM (series often up to 102 µM), for the others: at the top dose activity, negative = inhibition, most hits filed as inhibitors; also: % is scaled to controls: 0 for no effect and ±100 for the full control effect; nearly all actives have a fitted effect of over 75% in size
Target sequence (Q96KQ7 913-1193 limits assumed): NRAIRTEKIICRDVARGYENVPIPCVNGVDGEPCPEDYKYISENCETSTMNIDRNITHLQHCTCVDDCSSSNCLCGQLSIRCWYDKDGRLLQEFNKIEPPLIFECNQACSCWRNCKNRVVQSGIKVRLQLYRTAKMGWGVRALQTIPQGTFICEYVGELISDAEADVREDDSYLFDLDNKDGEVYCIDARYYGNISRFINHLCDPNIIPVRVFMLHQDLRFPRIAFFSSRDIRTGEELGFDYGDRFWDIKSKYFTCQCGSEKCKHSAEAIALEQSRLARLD
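G9a (20 nM) preincubated 15 min RT with compounds, then 500 nM biotinylated H3K9 peptide and 20 uM SAM added; 2 h RT reaction. Monomethyl-H3K9 product detected by AlphaScreen with anti-H3K9me1 antibody, streptavidin donor and anti-rabbit IgG acceptor beads.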
Pol beta inh – inhibitors of human DNA polymerase beta; AID 485314; P06746; actives 1.3% (n = 340,000); Pol beta primer extension/strand displacement, fluorescence kinetic; Potency, µM (top dose mostly 114 µM), inactives show at the highest dose activity change, negative = inhibition, hits mostly inhibitors; also: % is scaled to controls: 0 for no effect and ±100 for the full control effect
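Human Pol beta at 10 nM; strand-displacement substrate 50 nM final. Compound exposure 15 min at room temperature before start, reaction 10 min at room temperature.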
BLM inh – inhibitors of human Bloom syndrome helicase BLM; recombinant BLM DNA unwinding, fluorescence dequenching; Potency, µM (highest dose often 56.1 µM), for inactives: top-dose activity change, negative = inhibition, actives largely listed as inhibitors; actives 0.2% (n = 350,000); AID 2528;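 also: plate controls were vehicle for no effect and no enzyme for full effect; nearly all actives have a fitted effect of over 35% in size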
POLI inh – DNA polymerase iota (human) inhibition. AID 588590. Pol iota fluorescent replication assay, 10 min. actives 1% (n = 390,000). Potency, µM (highest dose often 115 µM), inactives show at the top dose activity, negative = inhibition, most hits filed as inhibitors
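Pol iota at 10 nM preincubated 15 min with compounds at room temperature; reaction started with fluorescent substrate, 50 nM final. Fluorescence read kinetically at 0 and 10 min; buffer-only wells as negative control.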
APE1 inh – inhibitors of human APE1 endonuclease. AID 2517. Potency, µM (titrated, usually from 65.8 µM), inactives show top-dose activity change, negative = inhibition, most hits filed as inhibitors. P27695. actives 0.35% (n = 350,000). recombinant APE1, TAMRA/BHQ-2 abasic DNA cleavage fluorescence;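 also: plate controls were vehicle for no effect and reference inhibitor for full effect; nearly all actives have a fitted effect of over 55% in size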
Target sequence (P27695 whole entry, looked up): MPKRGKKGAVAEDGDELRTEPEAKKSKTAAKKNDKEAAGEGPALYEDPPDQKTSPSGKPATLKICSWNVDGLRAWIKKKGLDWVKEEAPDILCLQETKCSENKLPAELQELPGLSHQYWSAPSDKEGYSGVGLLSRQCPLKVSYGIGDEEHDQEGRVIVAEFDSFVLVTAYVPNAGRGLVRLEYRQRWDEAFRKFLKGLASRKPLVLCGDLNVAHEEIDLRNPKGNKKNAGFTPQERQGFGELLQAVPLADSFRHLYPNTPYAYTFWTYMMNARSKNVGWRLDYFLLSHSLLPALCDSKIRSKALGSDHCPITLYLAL
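0.75 nM APE1 + cpd, 15 min RT; start w/ 50 nM TAMRA/BHQ-2 THF-abasic dsDNA; kinetic fluor 525/598 nm ×3 reads @60 s; Δ(read3−read1); normalized to DMSO and NSC13755 control wells.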
Numbers without * were called inactive; ? = inconclusive; nt = no result given; & = joins results of further samples; [ ] = dose if it differs, or a comment. Calls follow the shape of the dose curve; as a rule, active = well fitted curve in the direction sought with a large enough effect; inconclusive = small, poorly fitted or top-dose-only effect, or another doubt; inactive = no such curve, though single readings can be large; an effect the other way counts as inactive or inconclusive. Potency is read from the fitted curve at half-maximal effect.

SMILES	Pol eta inh	POLK inh	Anesthetic bind	BAZ2B inh	G9a inh	Pol beta inh	BLM inh	POLI inh	APE1 inh
N#Cc1cccc(OC(=O)c2ccc3c(=O)n4c(nc3c2)CCC4)c1	?	?	nt	?	-1%[0.501 µM]	nt	nt	20µM*	12%
Cn1nnnc1SCC(=O)c1c(N)n(C2CC2)c(=O)[nH]c1=O	-7%	10%	nt	-6%	-7%[12.7 µM]	nt	nt	-1%	13%
Cc1cc(C)cc(NC(=O)C(OC(=O)C2=COCCO2)c2ccccc2)c1 (stereo unspecified)	-9%	-15%	-14%	-36%	25µM*	31%	6%	19%	17%
O=C(c1cc(COc2ccc(F)cc2Cl)on1)N1CCC(OCc2cccnc2)CC1	-17%	-1%	-21%	1%	8%	-2%	-6%	150%[activator]	0%
CCC(=O)Nc1ccc(CC)cc1-c1nc2ccccc2n(Cc2ccccc2)c1=O	-3%	4%	-1%	-2%	-1%[59 µM]	11%	-3%	-1%	nt
C/C(=N\NC(=O)c1ccc(N)cc1)C1CC1	1%	-5%	-2%	2%	-4%	9%	-1%	8%	2%
COc1ccc(NC(=O)CN2CCN(CC(=O)Nc3ccccc3Cl)CC2)c(OC)c1	-11%	7%	-11%	-1%	45µM*	21%	-1%	?	-1%
Cc1ccc(CNC(=O)c2ccccc2SCC(=O)NCC2CCCCC2)cc1	-16%	-10%	-10%	7%	45µM*	3%[57.1 µM]	0%	8%	4%
O=c1[nH]c(NC2CCCCC2)c([N+](=O)[O-])c(=O)[nH]1	-11%	-8%	-10%	11%	-3%[59 µM]	40%	0%	-2%	1%
COc1ccc(OC)c(NC(=O)CCC(=O)N(Cc2ccc(OC)c(OC)c2)c2nccs2)c1	-5%	-7%	-10%	-38%	?	18%	-4%	15%	-9%
Cn1c(=O)oc2cc(S(=O)(=O)N3CCC(C(=O)NCc4ccccc4)CC3)ccc21	0%&-1%	-14%&-5%	-15%&-6%	-5%&1%	14%	5%&10%	0%&1%	-10%&-18%	17%
CCc1nnc(NC(=O)CSc2nnc(-c3ccccc3O)n2-c2ccc(C)cc2)s1	-15%	-1%	?	?	?	?	-6%	-2%	11%
CCN(CC)CCCNC(=O)Cn1ncn2cccc2c1=O	5%	-18%	-8%	0%	6%[59 µM]	1%	-1%	11%	-2%
CCCCNC(=O)C(CC)Sc1nnc(-c2cccc(F)c2)c(-c2cccc(F)c2)n1 (stereo unspecified)	-13%	1%[60.1 µM]	?	-21%	-30%[59 µM]	-25%	-9%	-13%	nt
Cc1ccc(-n2c(C)cc(=O)cc2C)cc1[N+](=O)[O-]	-7%	-8%	-11%	1%	?	-1%	-2%	-14%	24%
Cc1ccc(N(C(C)C(=O)O)S(=O)(=O)c2c(C)n[nH]c2C)cc1 (stereo unspecified)	0%	4%	-4%	-8%	-10%	40%	2%	15%	-6%
Cc1cccc(CC(=O)NCCc2csc(-c3ccc(C(F)(F)F)cc3)n2)c1	-18%	-4%[60.1 µM]	-23%	6%	3%[59 µM]	1%	-9%	24%	nt
CCN(CC)c1ccc2nc3c4ccccc4c(=O)cc-3oc2c1	-24%	-16%[60.1 µM]	1%	-32%	?	?	-22%	60%[activator]	-20%
c1ccc(N2CCN(c3c4c(nc5ncnn35)CCC4)CC2)cc1	-14%	7%	-8%	8%	-4%[12.7 µM]	1%	-2%	7%	-5%
COC(=O)c1c(CCl)noc1C(=O)NC(C)C	-15%	-12%	-8%	-6%	-12%[59 µM]	20%	1%	?	-1%
C=CC[C@@H](Cc1ccc(F)cc1)C(=O)OC[C@@H]1CCCN1C(=O)[C@@H](CC=C)CC(=O)NCCO	-9%	-9%	nt	nt	nt	nt	nt	31%[activator]	10%
Cc1ccc(N2C(=O)C3C=NNC3C2=O)cc1 (stereo unspecified)	-20%	-1%	-6%	7%	nt	9%	-9%	177%[activator]	-2%
Cc1csc(NC(=O)Cn2cnnn2)n1	-15%	-1%	-5%	21%	12%	-1%	1%	0%	2%
COc1ccc(CCNc2nncc(=O)[nH]2)cc1OC	-1%	-9%	-9%	0%	4%[59 µM]	24%	-3%	9%	8%
COc1ccc(C(=S)N2CCOCC2)cc1OS(=O)(=O)c1ccc(Br)cc1	-15%	-13%	-10%	-39%	45µM*	-21%	-5%	11%	-3%
COc1cc2ccccc2cc1C(=O)N1CCN(C(C)=O)CC1	-1%	3%	-1%	-1%	nt	12%	-7%	21%	-14%
CCC(C)NC(=O)CSc1nc2cc3c(cc2c(=O)n1CCCCCC(=O)NCc1ccc2c(c1)OCO2)OCO3 (stereo unspecified)	-10%	-10%[60.1 µM]	-10%	0%	3%[59 µM]	3%	-2%	32%[activator]	nt
Cc1csc2nc(COc3ccccc3NC(=O)c3ccc(C(C)(C)C)cc3)cc(=O)n12	-19%	1%	-8%	1%	-1%[59 µM]	22%	3%	18%	nt
COc1ccc(Cc2nnc(-c3cccc(C)c3)o2)cc1OC	-11%	-15%	-18%	-2%	-47%[59 µM]	33%	-2%	-2%	-4%
Oc1ccc(-c2csc(Nc3ncccn3)n2)c(O)c1	-14%	-4%	-2%	nt	-8%	36%[activator]	-6%	1%	13%
Cc1ccc(CN2CCCN(Cc3c(F)cccc3Cl)S2(=O)=O)cc1	-13%	0%	-4%	45%[activator]	46%	6%	-8%	-3%	-22%
Cc1ccc2c(c1)cc(CN(Cc1ccc3c(c1)OCO3)S(=O)(=O)c1ccccc1)c1nnnn12	-7%	-12%	-8%	24%	-2%[59 µM]	21%	1%	25%	1%
Cc1oc(-c2cc(F)ccc2F)nc1CN1CCN(C)C(=O)[C@@H]1C	-1%	-10%	-4%	1%	-27%	14%	-2%	?	0%
COc1ccccc1N1CCN(c2ccc(N3C(=O)CCC3=O)cc2[N+](=O)[O-])CC1	-13%	2%	-10%	-26%	?	-7%	-12%	75%[activator]	0%
Cc1ccc(NC(=S)Nc2ccc3cn[nH]c3c2)cc1	-2%	-1%	-8%	-10%	?	29%	-7%	13%	-1%
O=C(NCc1ccc(Cl)cc1)C1CCCN(c2nc3ccccc3n3cccc23)C1 (stereo unspecified)	-22%	-5%	-4%	-13%	4%[59 µM]	-23%	-8%	25%	nt
Cc1ccccc1C(=O)Nc1cccc(NC(=O)c2ccccc2[N+](=O)[O-])c1	-23%	-2%	-21%	-24%	2%	10%	-8%	12%	14%
CC(=O)Nc1ccc(S(=O)(=O)NCC2CCC(C(=O)NC(C)c3ccc4c(c3)OCCO4)CC2)cc1 (stereo unspecified)	nt	nt	-14%	-1%	-33%	-6%	-16%	nt	4%
C/C(=N\Nc1nc(C(C)(C)C)cs1)c1ccccc1	-27%	1%	-23%	?	71µM*	0%	-9%	-1%	17%
COc1cc(OC)c(NC(=S)Nc2cccc(C)c2)cc1Cl	-7%	-8%	-15%	-38%	12%[59 µM]	12%	5%	3%	-5%

Some entries already given, showing only G9a inh, BLM inh and Anesthetic bind:
smiles	G9a inh	BLM inh	Anesthetic bind
Cc1cc(C)cc(NC(=O)C(OC(=O)C2=COCCO2)c2ccccc2)c1 (stereo unspecified)	25µM*	6%	-14%
O=C(c1cc(COc2ccc(F)cc2Cl)on1)N1CCC(OCc2cccnc2)CC1	8%	-6%	-21%

Additional results follow.
SMILES	Pol eta inh	POLK inh	Anesthetic bind	BAZ2B inh	G9a inh	Pol beta inh	BLM inh	POLI inh	APE1 inh
CCOC(=O)NC(=O)/C(C#N)=C\NNc1ncc(C(F)(F)F)cc1Cl	4%	-3%	-3%	-1%	16%	1%	2%	-20%	-1%
COc1ccccc1N1C(=O)c2ccccc2NC1c1ccncc1 (stereo unspecified)	-16%	-9%	6%	-4%	-30%	0%	-4%	20%	-4%
c1ccc(CNc2ncnc3ccc(-c4ccc5c(c4)OCO5)cc23)cc1	nt	-6%[60.1 µM]	nt	nt	-39%[0.501 µM]	nt	-10%	nt	-6%
CC1=C(C(=O)Nc2ccccc2)C(c2ccc(O)cc2)N2C(=O)CSC2=N1 (stereo unspecified)	2%	-3%	-8%	-1%	6%[12.7 µM]	8%	0%	?	-10%
COC(=O)c1ccc2c(=O)sc(N3CCC(C(N)=O)CC3)nc2c1	-1%	-10%	35%[activator]	4%	?	1%	0%	29%	-5%
Cc1cccc(Cc2nnc(CCC(=O)N(C)Cc3ccncc3C)o2)c1	-28%	-4%	-8%	-27%	?	0%	-4%	68%[activator]	4%
O=C(NC1CCCCCC1)C1CCN(C(=O)c2cccc(Cl)c2)CC1	-15%	-3%	-10%	8%	14%[59 µM]	-3%	1%	72%[activator]	-6%[12.4 µM]
O=C(c1ccc(F)c(S(=O)(=O)N2CCOCC2)c1)N1CCc2ccccc21	-10%	-12%	-17%	9%	91%[activator]	2%	-3%	20%	-2%
CS(=O)(=O)c1ccc(Cl)c(NC(=O)CCCc2nc3ccccc3c(=O)[nH]2)c1	-8%	-8%	nt	5%	15%[2.33 µM]	nt	nt	-1%	-2%
CCCCNC(=O)Oc1cccc(N2CCCC2=O)c1	-6%	14%	1%	1%	-9%[59 µM]	3%	0%	6%	17%
O=C(c1ccncc1)N1CCc2ccccc2C1	9%	-5%	-5%	-12%	nt	50%	-2%	7%	-11%
COc1ccc(-c2ccnc(-c3ccc(OCCCF)cc3)n2)cc1	-15%	-20%	-6%	24%	24%[59 µM]	-10%	-4%	5%	0%
CC(=O)NCCn1c(SCc2ccc(C)cc2)nc2ccccc2c1=O	-1%	-17%	-21%	2%	nt	15%	1%	?	-6%
O=C(NNC(=O)c1cccs1)c1ccc(Br)cc1	5%	-10%	-2%	9%	-1%[59 µM]	53%	-5%	27%	4%[12.4 µM]

3 entries picked at random from the list so far:
SMILES	Pol eta inh	POLK inh	Anesthetic bind	BAZ2B inh	G9a inh	Pol beta inh	BLM inh	POLI inh	APE1 inh
O=C(c1ccncc1)N1CCc2ccccc2C1	9%	-5%	-5%	-12%	nt	50%	-2%	7%	-11%
Cc1cccc(Cc2nnc(CCC(=O)N(C)Cc3ccncc3C)o2)c1	-28%	-4%	-8%	-27%	?	0%	-4%	68%[activator]	4%
c1ccc(CNc2ncnc3ccc(-c4ccc5c(c4)OCO5)cc23)cc1	nt	-6%[60.1 µM]	nt	nt	-39%[0.501 µM]	nt	-10%	nt	-6%

Screens: PubChem BioAssay, National Center for Advancing Translational Sciences (NCATS)

A portion of the library. The share of hits here may be higher or lower than overall.
